Bioassay records: PubChem BioAssay, National Center for Advancing Translational Sciences (NCATS)
CCT modulator – cytosolic chaperonin activity modulation; activity change, % (test concentration not listed), hits read low; purified chaperonin ATPase assay, HTRF ADP detection, 30 min; AID 651819; 360,000 tested, 0.3% active; in the data active = activity change below about -30%; note: % is set by controls: 0 for no effect and ±100 for the full control effect
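Nucleotide hydrolysis assay: TRiC at 20–40 nM final (set by batch activity) with 10 uM ATP, 30 min at 37 °C, in presence of 76 uM compound. Detection by competitive ADP HTRF, 30 min ambient.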
IL-2 act – activates IL-2 in a cell-based reporter assay | IL-2 activation reporter assay, cell-based qHTS; stimulated with anti-CD3/CD4/CD28 beads; in transgenic mouse T cells | activation, % (series mostly up to about 46 µM) | 360,000 tested, 0.065% active | AID 652025; in the data active = activation above about 50%; inconclusive = mostly about 30% to 49%; note: 0% is about no effect
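Unstimulated transgenic mouse T cells, 750 per well, received compound and, after 60 minutes, anti-CD3/anti-CD4 bead plus anti-CD28 stimulation. EGFP and DsRed were quantified after 18 hours.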
EPAC1 antag – blocks human EPAC1 exchange factor. O95398. EPAC1 GEF assay, Rap1b-BODIPY-GDP exchange fluorescence. Potency, µM (top dose mostly 115 µM), without a hit: at the highest dose activity change, negative = inhibition, actives largely listed as inhibitors. 360,000 tested, 0.14% active. AID 720709;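 note: potency is the fitted concentration of half-maximal effect; plate controls were vehicle for no effect and positive control for full effect; nearly all actives have a fitted effect of over 50% in size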
Target sequence (O95398 whole entry, looked up): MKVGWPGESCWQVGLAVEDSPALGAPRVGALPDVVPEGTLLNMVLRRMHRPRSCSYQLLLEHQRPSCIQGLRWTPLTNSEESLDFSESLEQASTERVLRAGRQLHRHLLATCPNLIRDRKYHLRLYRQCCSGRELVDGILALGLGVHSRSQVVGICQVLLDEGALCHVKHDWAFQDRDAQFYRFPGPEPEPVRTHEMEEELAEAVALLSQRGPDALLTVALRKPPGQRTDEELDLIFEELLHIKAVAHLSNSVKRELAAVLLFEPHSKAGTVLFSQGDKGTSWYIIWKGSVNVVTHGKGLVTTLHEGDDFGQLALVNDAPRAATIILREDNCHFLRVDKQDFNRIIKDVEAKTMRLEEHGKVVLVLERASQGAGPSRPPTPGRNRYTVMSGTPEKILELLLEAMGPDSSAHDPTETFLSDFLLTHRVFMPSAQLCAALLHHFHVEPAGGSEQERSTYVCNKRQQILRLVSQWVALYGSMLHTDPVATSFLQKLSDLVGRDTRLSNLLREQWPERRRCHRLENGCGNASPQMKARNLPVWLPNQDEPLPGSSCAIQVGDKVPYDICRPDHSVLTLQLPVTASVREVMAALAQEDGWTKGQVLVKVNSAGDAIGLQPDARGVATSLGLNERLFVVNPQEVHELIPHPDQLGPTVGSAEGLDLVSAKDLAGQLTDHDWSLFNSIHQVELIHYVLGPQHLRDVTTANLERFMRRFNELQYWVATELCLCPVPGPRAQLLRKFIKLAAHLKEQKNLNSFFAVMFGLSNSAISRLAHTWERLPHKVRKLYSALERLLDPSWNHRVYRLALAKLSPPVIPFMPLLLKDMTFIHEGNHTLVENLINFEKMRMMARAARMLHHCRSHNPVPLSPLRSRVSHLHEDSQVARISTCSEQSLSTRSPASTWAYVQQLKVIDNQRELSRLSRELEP
WRN helicase inh – WRN helicase (human) inhibition; AID 651768; WRN helicase unwinding, fluorescent forked duplex, kinetic; Q14191; 360,000 tested, 0.46% active; Potency, µM (highest dose often 114 µM), without a hit: at the highest dose activity change, negative = inhibition, usual class: inhibitors; note: potency is the fitted concentration of half-maximal effect; % is set by controls: 0 for no effect and ±100 for the full control effect; nearly all actives have a fitted effect of over 55% in size
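WRN at 20 nM final was preincubated with compound for 15 min at room temperature; reaction started with 100 nM forked duplex oligonucleotide carrying fluorophore and quencher plus 2 mM ATP (final). Unwinding followed kinetically by red fluorescence (ex 525/em 598 nm).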
PLK1 PBD block – inhibitors of human PLK1 polo-box domain binding; Plk1 PBD binding of FITC phosphopeptide, fluorescence polarization; 360,000 tested, 2.8% active; Potency, µM, for the others: max response, negative = inhibition, usual class: inhibitors; AID 720504; note: potency is the fitted concentration of half-maximal effect; series mostly up to about 57 µM; % is set by controls: 0 for no effect and ±100 for the full control effect; nearly all actives have a fitted effect of over 65% in size
PI5P4K alpha inh – blocks human PI5P4K alpha kinase activity; P48426; PI5P4Kalpha enzyme, ADP-Glo luminescence, 60 min; hits give low values; max response, %; 330,000 tested, 1.2% active; AID 652105; active = max response of -50% or lower; inconclusive = between -30% and -50%; inactive = -30% or higher; note: value at the top dose of about 77 µM; % is set by controls: 0 for no effect and ±100 for the full control effect
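Human PI5P4Kalpha with substrate in 0.038 M HEPES pH 7.4, 0.28 mM EGTA, 0.1% CHAPS, 5% DMSO; reaction started with 5 microM ATP (final), 60 min at room temperature. ADP formed read by ADP-Glo luminescence.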
EPAC2 ag – activates human EPAC2 exchange factor; Q8WZA2; EPAC2 activation, biochemical qHTS; response scale: 100% = 6.5 mM cAMP response; Potency, µM (titrated, usually from 154 µM), for the others: top-dose activation, hits mostly activators; 360,000 tested, 0.079% active; AID 720711; note: potency is the fitted concentration of half-maximal effect; nearly all actives have a fitted effect of over 50% in size
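EPAC2 (100 nM) mixed with Rap1B loaded with BODIPY-GDP (250 nM) plus 50 uM unlabeled GDP; compounds pinned in, 5 min RT, then read every 5 min for 30 min (ex 480, em 540 nm). Normalized to cAMP control.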
EPAC1 agonist – activates human EPAC1 exchange factor; O95398; EPAC1 agonist qHTS, biochemical assay; response scale: 100% = response to 6.5 mM cAMP; Potency, µM (top dose mostly 154 µM), for the others: at the highest dose activation, hits mostly activators; 360,000 tested, 0.073% active; AID 720707; note: potency is the fitted concentration of half-maximal effect; nearly all actives have a fitted effect of over 60% in size
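Read-out is the fluorescence drop as BODIPY-GDP leaves Rap1B (480 nm excitation, 540 nm emission), recorded every 5 minutes over 30 minutes. Reactions held 100 nM EPAC1, 250 nM Rap1B–BODIPY-GDP and 50 uM GDP, with 6.5 mM cAMP setting full activation.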
An asterisk follows results filed as active; ? = inconclusive; nt = no result given; [ ] = remark or other dose. Unless noted, calls come from the whole dose curve; as a rule, active = well fitted curve in the direction sought with a large enough effect; inconclusive = small, poorly fitted or top-dose-only effect, or another doubt; inactive = no such curve, though single readings can be large; an effect the other way counts as inactive or inconclusive. A portion of the library; rates above refer to the full screens.

SMILES	CCT modulator	IL-2 act	EPAC1 antag	WRN helicase inh	PLK1 PBD block	PI5P4K alpha inh	EPAC2 ag	EPAC1 agonist
COc1cc(CC(=O)Nc2nc(-c3ccccc3)c(C(C)=O)s2)cc(OC)c1OC	-0.3	-2.7	0%	2%	3%	2	-5%	-2%
CN(Cc1ccccc1)C(=O)CN1C(=O)c2ccccc2S1(=O)=O	2.7	0.1	-12%	-3%[57.1 µM]	6%	-1	-1%	3%
COCCC(=O)N1CCCC(CNS(=O)(=O)c2ccc(OC)cc2)C1 (stereo unspecified)	1.6	-0.6	18%	0%	-14%	-1	6%	7%
O=[N+]([O-])c1ccc(NN=Cc2cc(Br)ccc2O)nc1	-3.9	-0.7	2%	?	-3%	1	1%	10%
COc1ccc(C(=O)CSc2nnc(CNc3nc(-c4ccccc4)cs3)n2C)cc1	0.1	-0.1	-22%	?	0%	-4	5%	10%
COc1ccc(C)cc1N(C(=O)COc1ccccc1)c1nc2ccccc2s1	2.0	-1.7	-20%	-8%	-5%	0	7%	5%
O=C(NNS(=O)(=O)c1ccc(F)cc1)c1cnn(-c2ccccc2)c1C(F)(F)F	-2.7	-0.3	-10%	-7%	-6%	3	7%	-11%
S=C(NCc1ccc2[nH]c3c(c2c1)CCCC3)Nc1ccccc1	-0.1	2.1	?	-4%	-1%	7	6%	9%
Cc1cc(C)n2nc(SC(C)C(=O)N3CCCC3)nc2n1 (stereo unspecified)	-1.2	-1.4	3%	-7%	-8%	6	9%	6%
COc1ccccc1C(=O)NNC(=O)c1cccc(F)c1	1.6	-0.8	-11%	0%	-12%	-3	3%	5%
CCCc1ncc(C(O)c2cccc(OC)c2)n1C (stereo unspecified)	1.2	4.3	-6%	-7%	-3%	-2	8%	1%
CC1=C(C(=O)Nc2ccc(C)cc2)C(c2cccs2)NC(=S)N1 (stereo unspecified)	-0.4	0.0	3%	5%	-13%	0	-4%	5%
O=C(Cc1ccc(S(=O)(=O)N2CCCC2)s1)N1CCN(c2ccc(F)cc2)CC1	-0.6	-0.1	-4%	-2%[11.6 µM]	-7%	?	11%	-2%
CCCCc1nnc(NC(=O)C(C)Sc2nc(C)cc(=O)[nH]2)s1 (stereo unspecified)	-2.0	-1.8	-6%	-2%	-2%	nt	10%	4%
O=C1C(=O)N(O)C2CCCCC2N1O (stereo unspecified)	-1.8	0.3	-8%	12%	0%	-8	-2%	-2%
CCC1(C)Cc2c(C#N)c(N)n(-c3ccccc3)c(=O)c2CO1 (stereo unspecified)	0.1	-2.1	-2%	1%	4%	nt	8%	5%
O=C(O)CC(c1ccccc1)n1cnnn1 (stereo unspecified)	0.1	-1.3	-18%	-11%	-7%	-1	7%	-3%
Cc1cc(C)nc(/N=C(\N)Nc2ccc(S(=O)(=O)Nc3nccc(C)n3)cc2)n1	-3.1	0.0	10%	22%	-13%	-7	9%	10%
O=C(Nc1ccc(Br)cc1)c1ccc(N2C(=O)C3CC=CCC3C2=O)cc1 (stereo unspecified)	-2.7	-0.4	12%	-4%	3%	-3	-3%	1%
COc1ccc(NC(=O)Cn2c([N+](=O)[O-])cnc2C)c(OC)c1	0.2	2.8	-20%	8%	-12%	-7	13%	4%
CCCCNC(=O)Nc1ccccc1C(=O)Nc1ccc(OC)cc1	-7.8	1.1	1%	-4%	2%	-5	-21%	-1%
CCOC(=O)c1c(/N=C/C2=C(O)CC(C)(C)CC2=O)sc(C)c1C	-3.0	0.4	?	-11%[57.1 µM]	6%	-8	-145%[inhibitor]	10%
Cc1cc(=O)c(C(=O)OC(C)C(=O)NC(N)=O)nn1-c1ccc(Cl)cc1 (stereo unspecified)	-1.0	1.2	5%	-2%	-2%	5	13%	12%
Cc1nnsc1C(=O)NNc1ccc(Cl)cc1	-1.9	1.4	2%	0%	-8%	-15	4%	-2%
Cc1ccc(NC(=O)c2cc(S(=O)(=O)N3CCOCC3)cn2C)cc1Cl	0.0	2.7	17%	3%	-1%	6	-3%	-2%
CN(C)/C=N/S(=O)(=O)c1ccc(Cl)cc1	-1.5	-0.5	9%	-1%	-12%	0	4%	2%
CC(=O)C1=CCC(c2ccc(Cl)c(Cl)c2)N(S(=O)(=O)c2ccc(C)cc2)C1 (stereo unspecified)	0.9	-0.9	-4%	-8%	-10%	13	9%	7%
Nc1ccn([C@@H]2O[C@H](C(=O)Nc3ccc(Oc4ccccc4)nc3)[C@@H](O)[C@H]2O)c(=O)n1	-1.1	0.8	13%	2%	-3%	1	8%	11%
CC[C@@]12C(=O)N(c3ccc(C)cc3)C(=O)N1[C@H](c1cccc(C)c1)[C@@H]1C(=O)N(Cc3ccccc3)C(=O)[C@@H]12	-0.4	-2.1	7%	-2%	4%	2	8%	3%
C=CCSc1nnc(NC(=O)c2ccc(Cl)nc2)s1	-1.8	-0.5	-2%	-2%	-11%	-17	3%	9%
O=C(Cc1ccccc1)NCC(=O)N1CCN(c2ccc(F)cc2)CC1	1.1	-1.4	-2%	2%	1%	0	1%	-4%
O=C(NCCc1c[nH]c2ccccc12)c1cc(S(=O)(=O)N2CCCCC2)ccc1N1CCOCC1	-1.1	-1.6	-25%	-4%	-9%	3	6%	2%
COc1ccc(C)cc1S(=O)(=O)N(C)CC(=O)Nc1ccc2c(c1)OCO2	3.1	-0.2	2%	-5%	-2%	nt	7%	5%
Cc1ccc(SCC(=O)N2CCN(S(=O)(=O)c3cccs3)CC2)cc1	2.7	0.4	8%	-5%	-7%	7	5%	-5%
CCOC(=O)C1=C(C)NC(C)=C(C(=O)OCC)C1c1ccc(C)o1	-2.8	1.0	-1%	1%	-5%	8	-1%	0%
CC1(C(=O)NS(=O)(=O)c2ccc(Cl)s2)CCN1C(=O)c1ccc(C2CCCCC2)cc1 (stereo unspecified)	-0.8	0.3	-12%	0%	-23%	1	-4%	-17%
COc1cccc(CN2CC(C(=O)N3CCOCC3)CCC2=O)c1 (stereo unspecified)	-2.4	-2.6	19%	4%	-8%	-2	-2%	0%
CSCCC(NS(=O)(=O)c1ccc2c(c1)oc(=O)n2C)C(=O)NCc1cccs1 (stereo unspecified)	-2.8	3.2	-23%	-5%	-6%	-6	3%	-1%
COc1ccc(N2CCN(C3CCCN(S(=O)(=O)c4ccccc4)C3)CC2)cc1 (stereo unspecified)	-1.2	-2.6	0%	-9%	-8%	6	-4%	10%
Cc1ccc(-c2ccc(/C=N/N3C(=O)C4C5C=CC(CC5)C4C3=O)o2)c([N+](=O)[O-])c1 (stereo unspecified)	-0.6	-1.4	-17%	-8%	-11%	nt	18%	13%
Cc1c(C)c2ccc(OCC(=O)N3CCN(c4ccc(F)cc4)CC3)c(C)c2oc1=O	-1.1	-4.5	4%	-4%	-8%	-1	10%	9%
CCOC(=O)c1c(C)[nH]c(C(=O)COC(=O)C2CC(=O)N(Cc3ccccc3)C2)c1C (stereo unspecified)	1.7	-1.4	9%	-3%	-6%	0	7%	6%
COc1ccccc1C(=O)Nc1nnc(S(=O)(=O)N2CCN(c3ccc(F)cc3)CC2)s1	-3.2	-1.6	-3%	-6%	-5%	6	1%	7%
CC(C)(C)c1ccc(S(=O)(=O)N2CCN(Cc3cc4c(cc3O)OCO4)CC2)cc1	0.1	0.3	-14%	-3%	1%	7	-9%	-25%
CC(=O)N1N=C(c2cccc([N+](=O)[O-])c2)OC1c1ccc(Cl)cc1Cl (stereo unspecified)	0.7	-0.8	9%	1%	-3%	nt	9%	22%
Cc1cccc(NC(=O)CN(C)S(=O)(=O)c2ccccc2)n1	1.9	-2.7	6%	-4%	-8%	2	5%	-4%
CC(=O)Nc1ccc(NC(=O)CSc2nnc(-c3cc4ccccc4o3)n2C)cc1	-0.2	0.3	14%	10%	-12%	11	9%	0%
CC(C)C[C@H]1CN([C@@H](CC(C)C)CN2CCC[C@H]2CN2C(=O)C(=O)NC[C@@H]2Cc2ccccc2)C(=O)C(=O)N1CCc1ccccc1	-2.0	1.2	-2%	-8%	3%	1	8%	-5%
CN(C)S(=O)(=O)c1ccc(C(=O)OCc2ccc(C#N)cc2)cc1	-2.1	1.6	-7%	2%	1%	5	10%	3%
Cc1ccc(CC2C(=O)N(c3nc(C)cc(C)n3)C(=O)C2C)cc1 (stereo unspecified)	-8.1	1.5	-14%	3%	-15%	-6	-6%	7%
COc1ccc(CNC(=O)CN(C(=O)CCC(=O)Nc2ccccn2)c2cccc(C)c2)cc1	-1.1	-3.1	-18%	-4%	-17%	1	5%	4%
O=C(NCc1ccc(F)cc1)c1ccc(N2CCOCC2)c([N+](=O)[O-])c1	-3.5	-3.0	3%	0%	-2%	0	12%	11%
CC1(C)CC(=O)c2c(nc3ccccc3c2N)C1	0.2	2.8	0%	-8%	-7%	-6	9%	-8%
O=C(NCCc1nc2ccccc2[nH]1)c1cc([N+](=O)[O-])cc([N+](=O)[O-])c1	-1.5	0.6	7%	0%	-1%	1	-5%	-4%
O=C(CN1C(=O)COc2ccc(S(=O)(=O)N3CCOCC3)cc21)Nc1cccc(Cl)c1	-1.0	-1.0	-27%	-1%	-1%	0	15%	-22%
Cn1c(=O)c2c(-c3ccccc3)n(Cc3ccccn3)cc2n(C)c1=O	-0.8	-3.1	2%	-5%	-21%	-3	-3%	-4%
Cc1ccc(S(=O)(=O)N2CCCCC2)cc1NS(=O)(=O)c1ccc(Cl)c(C(=O)O)c1	-2.2	0.4	14%	-3%	-5%	-4	1%	-2%
COc1ccccc1CNC(=O)CN1C(=O)c2ccccc2S1(=O)=O	-1.1	-0.2	-3%	3%	-5%	4	4%	4%
O=C(O)c1ccc(-c2sc(Nc3ccccc3)n[n+]2-c2ccccc2)cc1	0.1	-0.2	2%	-3%	-5%	0	1%	10%
O=C1CCN(C(=S)NCCc2ccccc2)CC1	-1.0	-0.1	5%	-2%	-18%	2	9%	11%
